# PfG6PD inh: PfG6PD (Plasmodium falciparum) enzyme inhibition; PfGluPho enzyme, NADPH resazurin-diaphorase fluorescence; inhibition, % at 20 µM; actives 0.78% (n = 350,000); AID 504690;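 active means inhibition reaching at least a set limit at 20 µM in the primary screen, cut at about 59% in these data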;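 further: 0% = DMSO wells with substrate and 100% = DMSO wells lacking glucose-6-phosphate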
# SENP8 block: inhibitors of human SENP8 protease. Q96LD8. recombinant SENP8, Nedd8 substrate fluorescence. inhibition, % at 20 µM. actives 0.64% (n = 360,000); in the data active means inhibition mostly above about 40%, no sharp cut-off; inactive means mostly below about 27%
# Target sequence (Q96LD8 whole entry, looked up): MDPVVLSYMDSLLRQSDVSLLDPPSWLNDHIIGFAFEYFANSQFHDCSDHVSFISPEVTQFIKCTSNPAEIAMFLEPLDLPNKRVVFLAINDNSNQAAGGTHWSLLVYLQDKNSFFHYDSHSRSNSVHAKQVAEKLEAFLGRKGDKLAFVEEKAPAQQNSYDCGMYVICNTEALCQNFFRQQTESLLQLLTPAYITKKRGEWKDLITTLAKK
# ATG4B inhibitor: ATG4B (human) cysteine protease inhibition; ATG4B cleavage of LC3-PLA2, NBD-HPC fluorescence, 1 h; actives 0.51% (n = 340,000); inhibition, % at 8.33 µM; Q9Y4P1; in the data active means inhibition above about 40%
# Target sequence (Q9Y4P1 whole entry, looked up): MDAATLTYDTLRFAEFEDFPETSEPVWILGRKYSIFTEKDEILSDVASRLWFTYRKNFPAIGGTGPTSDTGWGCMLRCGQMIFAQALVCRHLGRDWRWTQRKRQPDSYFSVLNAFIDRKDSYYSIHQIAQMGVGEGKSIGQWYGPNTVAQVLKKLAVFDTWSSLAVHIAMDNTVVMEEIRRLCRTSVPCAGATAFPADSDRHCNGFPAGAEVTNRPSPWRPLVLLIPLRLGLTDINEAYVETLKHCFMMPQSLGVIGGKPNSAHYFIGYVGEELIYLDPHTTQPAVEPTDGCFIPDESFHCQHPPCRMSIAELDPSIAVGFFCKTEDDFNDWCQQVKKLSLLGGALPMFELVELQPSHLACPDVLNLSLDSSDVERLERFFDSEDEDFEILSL
# HKDC1 inh: inhibitors of human hexokinase HKDC1; Q2TB90; recombinant HKDC1, G6PDH/diaphorase resazurin coupled fluorescence; inhibition, % at 20 µM; actives 0.16% (n = 340,000); AID 493160;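 active means inhibition above about 35% when tested at 20 µM, limit read from the data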;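 further: plate controls were DMSO wells with enzyme for no effect and DMSO wells lacking enzyme for full effect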
#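 Test system: Recombinant HKDC1 (HK5) hexokinase enzyme, produced in-house | Input: HKDC1 at 5 µg/mL | Buffer or medium: Tris pH 8.0 buffer with MgCl2, Tween-20, BSA, BME | Schedule: 90 min reaction incubation at room temperature, dark | Technique: Resazurin-to-resorufin fluorescence via G6PDH and diaphorase coupling, 525/613 nm | Controls: DMSO wells with and without enzyme mix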
# MPTP inh: permeability transition pore inhibition. inhibition, % at 10 µM. actives 1.4% (n = 360,000). isolated mouse mitochondria, Ca2+ swelling absorbance, 30 min;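 active means inhibition of 50% or more, scaled per plate between neutral and stimulator controls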;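 further: 0% = DMSO wells given calcium and 100% = 1 mM EGTA wells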
# SENP7 inh: SENP7 protease inhibition. Q9BQF6. recombinant SENP7, Z-RLRGG-aminoluciferin luminescence, 40 min. inhibition, % at 5 µM. actives 1.5% (n = 330,000). AID 434973;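 active means inhibition above about 50% at the single test dose, limit read from the data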;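 further: plate controls were DMSO with enzyme for no effect and no enzyme buffer wells for full effect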
# GRIN3A LBD mod: modulators (binders) of human NR3A ligand-binding domain. NR3A LBD differential scanning fluorimetry, Tm shift; 0% = protein alone, 100% = glycine-bound protein. Tm shift relative to glycine control, % at 25 µM. actives 2.5% (n = 340,000);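 active means melting temperature shift of at least 10% of the positive control shift, at one fixed dose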
# SENP6 block: SENP6 protease inhibition; Q9GZR1; Recombinant SENP6 catalytic domain, aminoluciferin luminescence; inhibition, % at 10 µM; actives 1.8% (n = 330,000); AID 2599;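 active means inhibition above about 50% at the single tested dose, limit read from the data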;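 further: plate controls were DMSO wells with enzyme for no effect and DMSO wells lacking enzyme for full effect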
# Target sequence (Q9GZR1 628-1112 limits assumed): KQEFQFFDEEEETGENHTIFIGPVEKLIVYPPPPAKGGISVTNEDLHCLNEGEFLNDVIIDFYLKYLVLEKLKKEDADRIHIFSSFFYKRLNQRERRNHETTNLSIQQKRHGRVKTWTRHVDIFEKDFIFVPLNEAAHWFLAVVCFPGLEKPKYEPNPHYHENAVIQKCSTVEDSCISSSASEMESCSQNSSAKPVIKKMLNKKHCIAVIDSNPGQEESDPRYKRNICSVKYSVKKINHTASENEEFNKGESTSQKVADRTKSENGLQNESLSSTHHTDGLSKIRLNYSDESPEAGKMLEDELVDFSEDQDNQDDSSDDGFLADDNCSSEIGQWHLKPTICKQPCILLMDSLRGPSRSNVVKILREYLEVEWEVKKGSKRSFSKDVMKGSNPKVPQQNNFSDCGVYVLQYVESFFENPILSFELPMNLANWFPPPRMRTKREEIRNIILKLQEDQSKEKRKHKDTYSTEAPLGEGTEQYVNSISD
# * = called active by the depositor; / = no result given; & = joins results of further samples. The order is random; about 6.9% have a hit in one of these screens.
molecule	PfG6PD inh	SENP8 block	ATG4B inhibitor	HKDC1 inh	MPTP inh	SENP7 inh	GRIN3A LBD mod	SENP6 block
C/C(=C/c1ccccc1)C(=O)N1CCN(c2ccccc2F)CC1	-12	13	1	-4	-0.7	-1	0	-2
CCOC(=O)C1CCCN(S(=O)(=O)c2ccc3c(c2)C(C)(C)C(=O)N3C)C1 (configuration not stated)	11	21	2	-6	-2.5	1	0	9
CCCCN(C)C(=O)C1CCN(Cc2ccccn2)CC1	-6	5	-10	-5	-1.0	10	1	-6
CC1(C)CC(=O)CC(=Nc2ccc(C(=O)O)cc2)C1	-19	2	-12	-7	0.7	6	1	-14
CCc1nnc(NC(=O)CSc2nnc3ncccn23)s1	10	10	3	-7	-0.3	-7	1	-15
O=C(Nc1ccccn1)c1ccc2c(c1)OCO2	1	15	-3	1	0.4	73*	0	18
CC1CN(S(=O)(=O)c2cccc(C(F)(F)F)c2)C(C)N1C(=O)N1CCOCC1 (configuration not stated)	-19	11	1	2	0.2	5	-2	0
O=C(CCN1C(=O)c2ccccc2C1=O)Nc1ccc(F)cc1F	-12	23	0	-2	-1.3	2	1	0
O=C(COC(=O)c1ccc(O)cc1O)NC1CCCCCC1	-5	18	-2	-5	0.0	5	-4	-14
O=C(Nc1nnc(SCC(=O)N2CCOCC2)s1)C1CC(=O)N(c2ccc(F)cc2)C1 (configuration not stated)	19	4	-9	-3	-1.0	-6	1	-7
CC/C(Cc1ccccc1)=N/NC(=O)c1cccc(Br)c1	13	17	2	8	-1.1	-5	-2	6
O=C(NC1CCCCCC1)C1c2ccccc2C(=O)N1Cc1cccnc1 (configuration not stated)	8	13	2	-9	-2.3	3	-2	2
Cc1ccc(S(=O)(=O)N2C(=O)[C@@H]3Cc4ccccc4CN3C2=O)cc1	-9	10	20	5	1.6	3	-1	-5
COc1cccc(C2C(C(C)=O)=C(O)C(=O)N2CCc2c[nH]c3ccccc23)c1 (configuration not stated)	-21	18	-8	7	-3.2	0	4	-18
O=[N+]([O-])c1ccc(-c2csc(N3CCCCCC3)n2)cc1	24	28	-3	1	1.0	1	-1	-13

molecule	PfG6PD inh	SENP8 block	ATG4B inhibitor	HKDC1 inh	MPTP inh	SENP7 inh	GRIN3A LBD mod	SENP6 block
CCC(C)(C)NC(=O)/C=C/c1cc(OC)c(OC)c(S(=O)(=O)N2CCc3ccccc32)c1	-18	19	-19	1	1.0	-3	0	5
Cc1ccccc1NC(=O)NNC(=O)COc1ccc2ccccc2c1	-1	3	10	-5	-0.7	1	1	-14
COc1ccccc1N1CCN(C(=O)c2ccc(S(=O)(=O)N3CCCCC3)cc2)CC1	-9	8	-2	-8	4.4	0	-2	-10
Cc1ccc([N+](=O)[O-])cc1NC(=O)CN1CCC(C)CC1	0	9	-1	-7	-0.8	6	1	-10
COc1ccccc1N1CCN(C(=S)Nc2ccccc2)CC1	-3	6&5	-11	1	0.7&0.7	3	4	-4
C=CCOC(=O)C1=C[C@@H](c2csc3ccccc23)C[C@@H](OCc2ccc(CO)cc2)O1	12	-7	8	1	1.0	7	-16	-11
CCOC(=O)c1oc2ccc(/C=N/O)c(Cl)c2c1C	-6	10	-17	-6	3.0	45	-4	40
CCc1nnc(NS(=O)(=O)c2ccc(NC(=S)NC(=O)c3ccccc3)cc2)s1	-40	23	17	-5	-12	-5	-15	0
CN1C[C@H]2CON(C)[C@H]2C[C@H]1c1cccc(N2CCOCC2)c1	-2	6	14	0	0.0	/	1	/
CC1CSc2ccccc2NC1=S (configuration not stated)	31	21	6	0	1.3	2	1	11
C=CCn1c(SCC(=O)NCc2ccco2)nnc1C1CCCCC1	-2	-1	8	-4	-0.9	0	-1	-16
Cc1c(C(=O)OCc2nc3scc(-c4ccccc4)c3c(=O)[nH]2)cccc1[N+](=O)[O-]	-20	2	7	11	-7.7	1	2	-9
O=c1/c(=C/c2ccc([N+](=O)[O-])cc2)sc2n1CCCN=2	23	24	-3	-3	-0.5	8	-8	-36
c1ccc(COc2cccc(CNn3cnnc3)c2)cc1	0	13	-3	-6	-0.9	3	-1	-6
CCN(CC)S(=O)(=O)c1ccc(Cl)c(C(=O)Nc2cc(C)nn2-c2ccccc2)c1	-6	20	-2	0	-0.8	5	1	7

molecule	PfG6PD inh	SENP8 block	ATG4B inhibitor	HKDC1 inh	MPTP inh	SENP7 inh	GRIN3A LBD mod	SENP6 block
COc1ccc(C(CNC(=O)c2oc3ccc(OC)cc3c2C)N2CCCC2)cc1 (configuration not stated)	-8	-165	6	3	3.2	-10	-2	-5
CCOc1ccc(OCCSc2nnnn2C2CCCCC2)cc1	11	3	-4	2	0.8	-4	9	-8
O=C(c1ccc2nc(-c3ccccc3)c(-c3ccccc3)nc2c1)N1CCCCC1	-18	-326	0	4	3.7	7	0	5
COc1cc2ccccc2cc1C(=O)NCCCN1CCOCC1	-5	-254	2	-3	0.5	-3	/	-15
CCCc1ccc(-c2csc(NC(=O)Cc3cccs3)n2)cc1	-5	-5	0	-4	-1.4	5	-6	-17
Cc1ccn(CC(=O)N2CCCC(N3CCN(c4ccc(F)cc4)CC3)C2)n1 (configuration not stated)	-2	10	-11	-6	-1.6	-6	1	-9
Cc1nn(Cc2cccc(C(=O)NC3CCCCC3)c2)c(C)c1Cl	-13	20	9	-1	3.8	2	0	1
CCOC(=O)C1=C(CC)OC(N)=C(C#N)C1c1ccc(F)cc1F (configuration not stated)	4	-19	3	-5	-0.1	-6	-1	7
CCOC(=O)C1(Cc2ccccc2)CCN(Cc2ccon2)CC1	-5	2	14	1	-1.4	-3	0	-4
COc1cccc(C(=O)NCC(=O)OCC(=O)NC2CCCCC2)c1	-9	17	0	-2	-0.7	4	2	-15
O=C(c1ccc(SCc2ccco2)c([N+](=O)[O-])c1)N1CCOCC1	6	-5	-1	-4	-0.5	2	-1	-6
Brc1ccc(-c2ncc3ccccn23)cc1	1	-3	-3	-4	0.1	6	-2	11
COc1ccccc1C(=O)N/C(=C\c1ccccc1)C(=O)NC(C)C(=O)O (configuration not stated)	-19	4	2	-9	-2.1	0	0	7
Cc1ccc(-c2nn(C(C)(C)C)c3ncnc(NS(=O)(=O)c4ccc([N+](=O)[O-])cc4)c23)cc1	15	30	-10	16	2.3	-2	-1	3
COc1cccc(C(=O)NCc2n[nH]c(=S)n2-c2cccc(C)c2)c1	24	10	0	-4	0.1	8	3	-40

# Shown with each value named: part of the list above
CCCc1ccc(-c2csc(NC(=O)Cc3cccs3)n2)cc1
  PfG6PD inh = -5 | SENP8 block = -5 | ATG4B inhibitor = 0 | HKDC1 inh = -4 | MPTP inh = -1.4 | SENP7 inh = 5 | GRIN3A LBD mod = -6 | SENP6 block = -17

Brc1ccc(-c2ncc3ccccn23)cc1
  PfG6PD inh = 1 | SENP8 block = -3 | ATG4B inhibitor = -3 | HKDC1 inh = -4 | MPTP inh = 0.1 | SENP7 inh = 6 | GRIN3A LBD mod = -2 | SENP6 block = 11

COc1ccc(C(CNC(=O)c2oc3ccc(OC)cc3c2C)N2CCCC2)cc1 (configuration not stated)
  PfG6PD inh = -8 | SENP8 block = -165 | ATG4B inhibitor = 6 | HKDC1 inh = 3 | MPTP inh = 3.2 | SENP7 inh = -10 | GRIN3A LBD mod = -2 | SENP6 block = -5

# Continued:
molecule	PfG6PD inh	SENP8 block	ATG4B inhibitor	HKDC1 inh	MPTP inh	SENP7 inh	GRIN3A LBD mod	SENP6 block
C/C=C/c1ccc(OCCN2C(=O)NC(C)(C)C2=O)c(OC)c1	-7	4	-3	-4	-0.6	-20	0	-18
NC(=O)c1cc(-c2ccccc2)nc(Oc2ccccc2)n1	-8	22	-8	2	-0.2	10	3	2
O=C(NN=C(Cc1ccccc1)Cc1ccccc1)c1ccncc1	-7	5	2	-8	0.2	-21	-1	-6
Cc1cccnc1NC(=O)c1ccccc1-c1ccccc1C(=O)Nc1ncccc1C	-12	8	-10	-8	-1.1	-8	-1	-2
Clc1ccc(-c2cc(C3CCNCC3)[nH]n2)cc1	2	4	-11	-7	15	-2	1	-27
O=C(COC(=O)c1ccccc1Br)Nc1nnc(-c2ccccc2)o1	-7	8	-2	5	-0.1	-6	-4	-8
COc1ccc(/C=N/N2CCN(c3ccncc3S(=O)(=O)N3CCCCC3)CC2)cc1	9	7	3	-1	1.4	-9	5	-41
O=c1c2ccccc2cnn1Cc1n[nH]c(=S)n1-c1ccccc1	39	10	4	-2	-0.1	2	0	-1
COc1ccc(C(=O)COC(=O)c2ccc3c(c2)NC(=O)CS3)c(OC)c1	-1	20	-11	2	-0.4	-5	1	-8
CCOc1cc(-c2cc(N)n[nH]2)cc(OCC)c1OCC	-5	5	-8	-7	0.4	9	-2	-13
O=C(Nc1nncs1)C1CC(=O)N(CCc2ccc(F)cc2)C1 (configuration not stated)	-2	-2	-10	-2	-3.6	6	1	-13
C=CCn1c(SCCN)nnc1-c1cccc(S(=O)(=O)N2CCOCC2)c1	-5	28	-10	-5	-1.5	/	-2	/
Nc1ccccc1SCC(=O)Nc1cccc2ccccc12	67*	-288	-1	16	-1.2	-2	-1	2
NC(=O)COc1ccc(/C=C2\C(=O)ON=C2c2ccccc2)cc1	21	3	-10	-2	-3.6	0	2	-19
COP(=O)(OC)c1nc(-c2ccc(C)cc2)oc1N1CCCCC1	7	-292	-3	16	1.2	-4	2	-34

molecule	PfG6PD inh	SENP8 block	ATG4B inhibitor	HKDC1 inh	MPTP inh	SENP7 inh	GRIN3A LBD mod	SENP6 block
Cc1cc2oc(=O)cc(CSc3nc(N)cc(N)n3)c2cc1C(C)C	-19	5	-8	8	-1.1	3	-9	-3
COc1ccc(NC(=O)COCC(=O)Nc2ccc(C)cc2)cc1	-10	10	0	-3	1.4	-8	6	-2
COc1cccc(/C=N/NC(=O)CNC(=O)c2ccncc2)c1O	-52	-14	9	-12	1.0	3	0	-15
CCN(CC(=O)Nc1ccccc1OC)C(=O)CN1C(=O)NC(C)(c2ccc3ccccc3c2)C1=O (configuration not stated)	1	7	-20	-5	-1.7	/	-2	/
NS(=O)(=O)c1ccc(C(=O)Nc2ccc(-c3nc4cccnc4s3)cc2)cc1	6	-466	-3	-8	1.5	-6	30*	11
Cc1cccc(NC(=O)COC(=O)c2ccc3c(c2)OCO3)c1C	3	6	-4	-3	0.3	-9	4	5
CCCCOCC1CC(CC#CCN2CCCCC2)C(=O)O1 (configuration not stated)	-2	11	-12	17	-0.1	10	-1	-13
Cc1cc(C)cc(OCC(=O)Nc2cccc(-c3nc4ncccc4o3)c2)c1	19	-37	-3	-1	-0.5	-8	1	9
CC(C)Oc1ccc(S(=O)(=O)N2CCOCC2)cc1NC(=O)c1ccc(N2CCCC2=O)cc1	1	1	-9	-2	-1.8	3	0	8
Cc1cccc(-c2nnc3sc(-c4ccccc4C)nn23)c1	-10	20	35	11	0.6	-8	-9	-4
Nc1ncnc(Oc2ccccc2F)c1[N+](=O)[O-]	1	9	-5	15	-3.7	-5	0	-30
CCN(CC)CCCC(C)Nc1nccc2c(Cl)cccc12 (configuration not stated)	-11	-488	-9	6	-1.3	/	1	/
CCCCCCCCCc1nc2sc3c(c2c(=O)n1NC(=O)c1ccccc1[N+](=O)[O-])CC(C)(C)OC3	9	14	-10	-1	87*	5	20*	17
N#Cc1cccc(Nc2c3c(nc4ccccc24)CCC3)c1	-6	-211	2	5	0.9	3	/	7
Cc1sc2ncn(-c3ccccc3)c(=O)c2c1C	1	10	-4	-6	-1.2	5	0	-33

molecule	PfG6PD inh	SENP8 block	ATG4B inhibitor	HKDC1 inh	MPTP inh	SENP7 inh	GRIN3A LBD mod	SENP6 block
CN1CCc2cccc3c2[C@@H]1Cc1ccc(O)c(O)c1-3	89*	-150	1	10	1.3	15	1	38
CN(C)CCNC(=O)/C(=C/c1ccc(-c2ccc(Cl)cc2Cl)o1)NC(=O)c1ccccc1	-10	-423	5	-12	1.1	4	2	-13
O=C(CSc1nnc(-c2ccccc2)c2ccccc12)NCCN1C(=O)CSC1=O	4	-12	2	4	-1.7	-9	1	-12
CCCCC(=O)Nc1ccc(NCc2ccc(C)s2)cc1	6	2	-3	2	-0.1	/	0	/
COc1ccccc1/C=N/NC(=O)c1ccc(Cn2nc([N+](=O)[O-])cc2C)cc1	2	-16	-15	-9	65*	1	-2	-10

# Screens (PubChem BioAssay)
